MC4R antag cAMP: blocks human MC4R cAMP signaling; P32245; MC4R-expressing cells, MTII-stimulated cAMP, LANCE TR-FRET; inhibition, % at 6.5 µM; hit rate 0.48% among 360,000;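 active = inhibition above its plate's cutoff, the mean of tested wells on that plate plus 3 SD, cut at about 29% in these data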;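 also: 0% = Melanotan II alone and 100% = Melanotan II plus saturating MCL0020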
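System: U2OS cells stably expressing human melanocortin 4 receptor (MC4R). Reagent: Melanotan II challenge after compound preincubation. Doses: 6.5 µM. Times: 30-min compound, 1-h challenge, 1-h detection, room temperature. Measured by: TR-FRET with Eu-cAMP and labeled anti-cAMP, 671 nm. Replicates: singlicate.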
MC4R barr agon: agonists of human melanocortin 4 receptor (MC4R) beta-arrestin | activation, % at 8.9 µM | hit rate 0.98% among 360,000 | P32245 | U2OS MC4R beta-arrestin complementation, luminescence; percent of melanotan II response, DMSO zero | AID 540308;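 active = activation above a per-plate cutoff, the mean activation of sample wells on that plate plus 3 SD, cut at about 8% in these data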
LMP1 NFkB inh: reduces LMP1-driven NF-kappaB luciferase signal; inhibition, % at 12.5 µM; LMP1-induced NF-kappaB luciferase reporter cells, luminescence; AID 504558; hit rate 0.69% among 350,000; in the data active = inhibition above about 41%;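 also: 0% = neutral control wells and 100% = reference inhibitor control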
NCOA3 inh: inhibitors of human steroid receptor coactivator 3 (SRC3); Q9Y6Q9; HEK293 GAL4-SRC3 luciferase reporter, luminescence; inhibition, % at 3.6 µM; hit rate 0.17% among 360,000;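 active = inhibition above a per-campaign cutoff, the mean of all compounds plus 3 SD, cut at about 60% in these data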;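 also: 0% = DMSO-treated cells and 100% = gossypol-treated cells at 36 µM; higher means less SRC3-driven luciferase light from the GAL4 reporter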
ABHD5 PLIN5 PPI: inhibitors of human ABHD5-perilipin-5 interaction; Q00G26+Q8WTS1; Split G. princeps luciferase complementation, luminescence, 4 h; inhibition, % at 4 µM; hit rate 0.78% among 360,000;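 active = inhibition above the mean inhibition across every tested compound plus 3 SD, cut at about 22% in these data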;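 also: 0% = DMSO only wells and the 100% control is not disclosed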
NOD2 RIPK2 PPI: NOD2-RIPK2 protein interaction inhibition | inhibition, % at 4.98 µM | CHO BLA complementation NOD2-RIPK2, CCF4 ratio | hit rate 0.38% among 360,000 | O43353 | AID 624267; in the data active = inhibition above about 21%;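 also: 0% = vehicle only and 100% = reference blocker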
SRC1 inh: inhibits human SRC1 coactivator; HEK293 GAL4-SRC1 luciferase reporter, luminescence; inhibition, % at 3.6 µM; hit rate 0.12% among 360,000; Q15788;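 active = inhibition above the campaign mean plus 3 SD, with each screening campaign given its own cutoff, cut at about 60% in these data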;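 also: 0% = DMSO treated cells and 100% = gossypol at 36 µM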
NCOA2 inhibitor: human SRC2 (NCOA2) inhibition; Q15596; HEK293 GAL4-SRC2 luciferase reporter, luminescence; inhibition, % at 9 µM; hit rate 0.17% among 370,000;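 active = inhibition above the mean inhibition of all tested compounds plus 3 SD, set per campaign, cut at about 52% in these data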;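 also: 0% = DMSO treated cells and 100% = cells given Gossypol at 36 µM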
NR2F2 inh: blocks human COUP-TFII nuclear receptor. hit rate 0.7% among 370,000. inhibition, % at 8.6 µM. HEK293T NGFI-A luciferase reporter, luminescence;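 active = inhibition above a per-plate cutoff, mean inhibition of test wells between control levels plus 3 SD, cut at about 38% in these data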;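 also: cells cotransfected with COUP-TFII expression vector driving the NGFI-A reporter; 0% = median of COUP-TF2 test wells and 100% = reporter-only cells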
TLR9-MyD88 block: TLR9-MyD88 interaction inhibition; Q9NR96+Q99836; CHO BLA complementation TLR9-MyD88, CCF4 FRET ratio; inhibition, % at 4.98 µM; hit rate 0.21% among 340,000; AID 504734;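 active = inhibition above the mean over all tested compounds plus 3 SD, cut at about 21% in these data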;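 also: 0% = DMSO only wells and 100% = clavulanate BLA inhibitor control wells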
NR5A2 inv ag: NR5A2 inverse agonism in reporter assay; O00482; HEK293T StAR-luciferase reporter, LRH-1 transfected, 24 h; inhibition, % at 3.6 µM; hit rate 0.13% among 360,000; AID 602396;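 active = inhibition above the mean inhibition of all tested compounds plus 3 SD, cut at about 73% in these data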;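 also: 0% = DMSO wells and 100% = reporter-only cells lacking LRH-1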
An asterisk follows results filed as active; . = no result given.

smiles,MC4R antag cAMP,MC4R barr agon,LMP1 NFkB inh,NCOA3 inh,ABHD5 PLIN5 PPI,NOD2 RIPK2 PPI,SRC1 inh,NCOA2 inhibitor,NR2F2 inh,TLR9-MyD88 block,NR5A2 inv ag
CCC(C)NC(=O)C1(NC(=O)Nc2ccccc2)CCCCC1 (configuration not stated),5,-2.4,-6,8,-12,5,8,-15,-17,-5,4
Cc1cc(NC(=O)Nc2ccc(Cl)cc2)no1,7,1.5,-8,-32,1,-1,-52,-21,-49,3,-30
COc1cccc2c1OCC(CN1CCN(Cc3ccccc3)C(CCO)C1)=C2 (configuration not stated),0,-1.5,5,1,6,-7,-3,5,-8,1,-6
Cc1ccc(NC(=O)Cn2nnc(-c3ccccc3-n3cnnn3)n2)c(C)c1,7,-1.9,8,7,2,-7,-14,-44,-9,-6,14
COc1cccc(CNC(=O)CCc2nnc3ccc(NCCCN4CCCC4=O)nn23)c1,1,1.9,-21,17,11,3,-7,-17,-2,8,21
CC(C)CNC(=O)C1(C)CCCCCN1C(=O)c1cccnc1 (configuration not stated),5,0.6,.,2,-2,-10,-14,-12,-4,.,-5
O=C(COC(=O)c1ccncc1)Nc1cc(S(=O)(=O)N2CCOCC2)ccc1Cl,3,-2.3,0,-11,-6,-7,-2,0,-28,-5,-35
CC1(C)C2CCC1(CS(=O)(=O)NCc1ccc(Cl)cc1Cl)C(=O)C2 (configuration not stated),-2,4.5,-2,4,-3,8,14,-8,-5,4,-7
CCOc1ccc(NC(=S)NC(=O)Cc2ccccc2)cc1,2,-3.0,6,-14,0,-2,-85,-20,-7,-4,-1
C=CCc1c(C)nc(SC)nc1Nc1ccc(C(C)=O)cc1,12,-1.1,-2,-40,-12,-2,-50,-64,-43,-10,-10
COc1ccc(C(=O)OCC(=O)c2ccccc2)cc1S(=O)(=O)N1CCOCC1,3,1.1,2,2,-1,-12,-13,-7,-7,1,16
Cc1nnc(SCC(=O)Nc2ccc3c(c2)OCO3)[nH]c1=O,-4,-0.1,-17,12,2,-10,9,-4,3,-4,0
c1ccc2c(c1)-c1cccc3cncc-2c13,3,-1.9,8,-7,1,-2,2,-5,-4,-1,-3
O=C(CSc1ncn[nH]1)NCc1ccc(Cl)cc1,3,0.0,4,4,8,-8,9,-5,6,-13,2
CSc1cccc(NC(=O)c2cnn3ccccc23)c1,4,-0.4,-18,-91,1,-7,-108,-71,-56,-7,-136
COc1ccc(Br)cc1C(=O)Nc1cccc2ncccc12,17,-2.6,-9,1,1,6,-11,-7,4,-10,6
COc1ccccc1CNC(=O)COC(=O)c1ccc(N2CCCC2=O)cc1,10,-4.0,-6,8,-8,-5,-6,0,-21,-8,14
O=C(Cn1ccc2cc(S(=O)(=O)N3CCCC3)ccc21)NCCc1ccccc1,0,-0.4,-3,1,2,2,-1,-4,11,4,13
CNC(=O)c1c(NC(=O)c2ccc(S(=O)(=O)N3CCCCC3C)cc2)sc2c1CCN(C)C2 (configuration not stated),3,-2.0,0,13,9,11,-20,-4,8,0,0
O=C(NCCN1CCCC1)c1ccccc1Cl,-4,-2.7,-2,5,2,-6,3,-15,8,-3,10
O=C(c1ccccc1)N1CCN(CCc2ccccn2)CC1,-3,0.8,-9,7,-2,-9,-4,-13,15,0,-6
Cc1cccc(C)c1OCCn1nc(C(=O)O)c2ccccc2c1=O,-1,1.3,-7,-93,-5,-6,-75,-7,-14,-7,-34
COc1ccc2oc(C(=O)OCC(=O)N(C)C3CCS(=O)(=O)C3)c(C)c2c1 (configuration not stated),0,-3.8,-10,7,1,-2,-11,-4,-10,0,-28
CCOCCCNC(=O)CN1C(=O)CSc2ccc(S(=O)(=O)N3CCOCC3)cc21,14,-0.3,-1,2,0,0,-10,-5,14,3,0
O=C(c1cc(S(=O)(=O)N2CCOCC2)ccc1Cl)N1CCOCC1,5,-1.3,1,11,-1,1,14,14,1,1,-14

(cont.)
smiles,MC4R antag cAMP,MC4R barr agon,LMP1 NFkB inh,NCOA3 inh,ABHD5 PLIN5 PPI,NOD2 RIPK2 PPI,SRC1 inh,NCOA2 inhibitor,NR2F2 inh,TLR9-MyD88 block,NR5A2 inv ag
CCCCn1c(=O)[nH]c(=O)c2c1nc(-c1ccncc1)n2CCOC,1,0.5,-1,-1,0,-7,7,-22,-10,5,-3
c1ccc(NC2=NCCCCS2)cc1,7,-0.6,6,0,-5,5,-2,15,1,-6,-2
CCOC(=O)CNC(=O)CNC(=O)c1ccc(OCC(C)C)cc1,7,1.1,-2,-23,6,-16,2,-5,9,-5,11
O=C(c1ccccc1-c1ccccc1)N1CCCCC1,8,-1.1,1,-8,1,0,-17,2,-6,-2,1
O=C(O)C1CCC(N2C(=O)C3CCCCC3C2=O)CC1 (configuration not stated),2,-0.7,-6,18,5,-14,-9,-5,3,6,-4
COCCn1c(-c2ccc(-c3ccccc3Cl)o2)nc2c1c(=O)[nH]c(=O)n2CC(C)C,4,-1.9,-23,-4,1,-3,6,-10,6,2,21
CCn1nnnc1SCC(=O)N1c2ccccc2Sc2ccccc21,0,-1.8,9,5,-1,1,-14,11,22,7,-8
Cc1ccc(CNC(=O)c2ccc3c(c2)NC(=O)C(N2CCOCC2)S3)cc1 (configuration not stated),-8,0.8,-15,5,3,-2,6,7,-6,6,17
Cc1ccccc1Nc1nc(-c2sc(NC(=O)c3ccco3)nc2C)cs1,3,-0.3,0,10,-12,3,6,10,-3,4,-13
O=C(N/N=C/c1ccccn1)c1cc([N+](=O)[O-])cc([N+](=O)[O-])c1,13,-4.6,5,3,3,7,8,-11,4,8,15
Nc1nc(SCC(=O)c2ccc([N+](=O)[O-])cc2)n[nH]1,2,-0.5,7,4,0,-7,1,-28,-15,-7,24
CN(C)c1ccc(C(=O)Nc2ccc(CN3CCS(=O)(=O)CC3)cc2)cc1,14,0.2,-7,-16,1,6,-18,-22,1,3,-47
CCn1c(CCCNC(=O)c2ccco2)nc2ccccc21,-6,0.0,1,20,8,-19,-11,-5,-3,4,6
O=C(CS(=O)c1cccc(Cl)c1)Nc1ccccc1Cl (configuration not stated),0,2.2,8,-2,-8,0,-7,17,-6,-3,-51
Cc1ccc(-n2nnnc2SCC#N)cc1,0,1.0,-1,-4,4,-6,-14,18,-2,-7,8
O=C(NCc1ccccn1)c1ccccc1OCc1ccc(Cl)cc1Cl,11,1.4,0,-8,3,1,-2,-14,-3,6,-3
CCOC(=O)CN(C(=O)CCC(=O)Nc1cc(C)on1)C(C(=O)NC1CCCC1)c1cccnc1 (configuration not stated),-9,0.0,5,1,-3,8,15,10,10,-22,-24
CC(=O)N1CCN(C(=O)c2ccc(C(=O)c3ccccc3)cc2)CC1,4,-1.5,.,-16,1,-15,3,-21,-4,-11,7
Cc1ccc(CC(=O)N/N=C/c2ccc(OC(=O)c3ccc([N+](=O)[O-])cc3)cc2)cc1,6,-1.2,11,0,-6,-4,-12,-16,-1,-9,5
O=C(COC(=O)c1ccc(F)c(S(=O)(=O)N2CCOCC2)c1)NCc1ccc(F)cc1,0,-2.1,-8,-20,-2,-9,-2,11,10,4,13
CC(=O)c1ccc(-c2nnc(CCC(=O)N(C)Cc3cccc4cnccc34)o2)s1,7,0.3,-1,20,-3,0,6,3,16,7,-3
COc1ccccc1Oc1nc2c(c(=O)n(Cc3ccccc3F)c(=O)n2C)n1C,10,-2.2,-3,24,-2,13,0,-1,2,-11,-4
COCCCN(Cc1cccs1)S(=O)(=O)c1csc(C(N)=O)c1,3,-2.3,-3,6,5,-7,-5,-40,4,5,-3
O=C(NCCOc1ccc(Cl)cc1)C1CC(=O)N(c2ccc3c(c2)OCCO3)C1 (configuration not stated),3,-1.1,-10,5,-5,-6,-4,-2,5,-3,9
Cc1ccccc1-c1cnc(C(O)c2ccc(Cl)cc2C)[nH]1 (configuration not stated),2,-1.0,.,6,-10,10,10,-31,-5,.,3
Cc1ccc(N2CC(C(=O)Nc3ccc(S(=O)(=O)Nc4ncccn4)cc3)CC2=O)cc1C (configuration not stated),-3,-0.7,-5,-5,2,9,-12,-7,-7,-8,-5
NC(=O)C1CCN(c2ccc(S(=O)(=O)N3CCC(Cc4ccccc4)CC3)cn2)CC1,4,2.7,19,-10,1,-14,2,15,15,1,6

Rewritten with values under each structure: entries from further up
Order of values – MC4R antag cAMP | MC4R barr agon | LMP1 NFkB inh | NCOA3 inh | ABHD5 PLIN5 PPI | NOD2 RIPK2 PPI | SRC1 inh | NCOA2 inhibitor | NR2F2 inh | TLR9-MyD88 block | NR5A2 inv ag
- Nc1nc(SCC(=O)c2ccc([N+](=O)[O-])cc2)n[nH]1
  2 | -0.5 | 7 | 4 | 0 | -7 | 1 | -28 | -15 | -7 | 24
- CN(C)c1ccc(C(=O)Nc2ccc(CN3CCS(=O)(=O)CC3)cc2)cc1
  14 | 0.2 | -7 | -16 | 1 | 6 | -18 | -22 | 1 | 3 | -47
- CCn1c(CCCNC(=O)c2ccco2)nc2ccccc21
  -6 | 0.0 | 1 | 20 | 8 | -19 | -11 | -5 | -3 | 4 | 6
- O=C(CS(=O)c1cccc(Cl)c1)Nc1ccccc1Cl (configuration not stated)
  0 | 2.2 | 8 | -2 | -8 | 0 | -7 | 17 | -6 | -3 | -51
- Cc1ccc(-n2nnnc2SCC#N)cc1
  0 | 1.0 | -1 | -4 | 4 | -6 | -14 | 18 | -2 | -7 | 8
- O=C(NCc1ccccn1)c1ccccc1OCc1ccc(Cl)cc1Cl
  11 | 1.4 | 0 | -8 | 3 | 1 | -2 | -14 | -3 | 6 | -3
- CCOC(=O)CN(C(=O)CCC(=O)Nc1cc(C)on1)C(C(=O)NC1CCCC1)c1cccnc1 (configuration not stated)
  -9 | 0.0 | 5 | 1 | -3 | 8 | 15 | 10 | 10 | -22 | -24
- CC(=O)N1CCN(C(=O)c2ccc(C(=O)c3ccccc3)cc2)CC1
  4 | -1.5 | . | -16 | 1 | -15 | 3 | -21 | -4 | -11 | 7
- Cc1ccc(CC(=O)N/N=C/c2ccc(OC(=O)c3ccc([N+](=O)[O-])cc3)cc2)cc1
  6 | -1.2 | 11 | 0 | -6 | -4 | -12 | -16 | -1 | -9 | 5
- O=C(COC(=O)c1ccc(F)c(S(=O)(=O)N2CCOCC2)c1)NCc1ccc(F)cc1
  0 | -2.1 | -8 | -20 | -2 | -9 | -2 | 11 | 10 | 4 | 13
- CC(=O)c1ccc(-c2nnc(CCC(=O)N(C)Cc3cccc4cnccc34)o2)s1
  7 | 0.3 | -1 | 20 | -3 | 0 | 6 | 3 | 16 | 7 | -3
- COc1ccccc1Oc1nc2c(c(=O)n(Cc3ccccc3F)c(=O)n2C)n1C
  10 | -2.2 | -3 | 24 | -2 | 13 | 0 | -1 | 2 | -11 | -4

The list is partial, so the mix of outcomes need not match the whole.
